# Compound activity as filed in PubChem BioAssay.
# L3MBTL1 inh – qHTS Assay for the Inhibitors of L3MBTL1; Lethal(3)malignant brain tumor-like protein 1 (Homo sapiens), Q9Y468; AlphaScreen L3MBTL1–H3K9me1 peptide binding; Potency, µM (top dose mostly 57.1 µM), for the others: at the highest dose activity, negative = inhibition, most hits filed as inhibitors; hit rate 0.66% among 230,000; AID 485360, 2010; active = well fitted inhibition curve with a large enough effect; note: nearly all actives have a fitted effect of over 60% in size
# Target sequence (Q9Y468 whole entry, looked up): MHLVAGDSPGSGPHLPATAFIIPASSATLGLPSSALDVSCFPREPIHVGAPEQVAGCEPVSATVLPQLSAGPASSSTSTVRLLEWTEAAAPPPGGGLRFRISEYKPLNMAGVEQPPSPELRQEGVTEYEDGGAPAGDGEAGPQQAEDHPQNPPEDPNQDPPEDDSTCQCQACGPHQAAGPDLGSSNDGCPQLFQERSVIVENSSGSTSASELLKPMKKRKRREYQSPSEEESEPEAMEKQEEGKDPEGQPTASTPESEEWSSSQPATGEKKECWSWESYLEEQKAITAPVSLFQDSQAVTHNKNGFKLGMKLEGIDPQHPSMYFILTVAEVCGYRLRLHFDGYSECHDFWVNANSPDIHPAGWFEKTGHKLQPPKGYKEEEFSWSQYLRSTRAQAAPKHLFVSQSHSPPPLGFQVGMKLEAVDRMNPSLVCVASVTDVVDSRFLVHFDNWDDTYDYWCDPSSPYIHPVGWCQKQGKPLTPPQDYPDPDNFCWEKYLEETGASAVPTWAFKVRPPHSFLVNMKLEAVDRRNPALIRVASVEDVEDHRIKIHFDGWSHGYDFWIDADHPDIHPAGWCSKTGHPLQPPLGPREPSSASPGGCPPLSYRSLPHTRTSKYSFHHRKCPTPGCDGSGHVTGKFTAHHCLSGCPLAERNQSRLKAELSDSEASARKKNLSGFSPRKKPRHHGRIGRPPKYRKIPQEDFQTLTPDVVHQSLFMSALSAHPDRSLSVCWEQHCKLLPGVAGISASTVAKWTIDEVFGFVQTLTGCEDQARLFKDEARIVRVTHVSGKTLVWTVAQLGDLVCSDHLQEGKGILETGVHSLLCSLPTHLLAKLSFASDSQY
#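 L3MBTL1 (50 nM) pre-complexed 30 min with biotinylated H3(1-15)K9me1 peptide (75 nM), then compounds added for 30 min at room temperature; AlphaScreen streptavidin donor/nickel chelate acceptor beads (10 ug/mL final) read after 30 min dark incubation.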
# An asterisk follows results filed as active; [ ] = another dose, or the depositor's remark. % is set by controls: 0 for no effect and ±100 for the full control effect; potency is the fitted concentration of half-maximal effect. Only part of the results is shown, so the mix of outcomes need not match the whole.
SMILES,L3MBTL1 inh
CCc1ccc(C(=O)C(C)OC(=O)Cn2[nH]c(=O)c3ccccc3c2=O)cc1 (stereo unspecified),-13%
CCCn1c(N)c(N(CCOC)C(=O)CSCC(=O)Nc2ccc(C)cc2)c(=O)[nH]c1=O,-1%
Cc1occc1-c1nnc(SCC(=O)NC2CCCCC2C)o1 (stereo unspecified),20%
O=C(COC(=O)/C=C/c1cccc(F)c1)NC(=O)NCc1ccccc1,1%
O=C(NNC(=O)c1ccccc1O)c1ccc(NS(=O)(=O)c2ccc(F)c(F)c2)cc1,-1%
CS(=O)(=O)c1ccc(Cl)c(NC(=O)CSc2n[nH]c(N)n2)c1,7%
COc1ccc(C2=NOC(Cn3nc(C(=O)NCc4ccc(C)cc4)cc3-c3ccccc3)C2)cc1 (stereo unspecified),-10%
Cc1ccc(C(=O)Nc2sc3c(c2C(=O)O)CCC(C)C3)o1 (stereo unspecified),0%
O=C1NC(Cc2ccc(O)cc2)c2nc3ccc(Cl)cc3c(=O)n2-c2ccccc21 (stereo unspecified),-9%
Cc1n[nH]c(=O)c2c(NC(=O)CSc3ccc(F)cc3)oc(C)c12,-7%

# Some of the entries so far, as tab-separated lines:
structure	L3MBTL1 inh
CS(=O)(=O)c1ccc(Cl)c(NC(=O)CSc2n[nH]c(N)n2)c1	7%
COc1ccc(C2=NOC(Cn3nc(C(=O)NCc4ccc(C)cc4)cc3-c3ccccc3)C2)cc1 (stereo unspecified)	-10%
Cc1ccc(C(=O)Nc2sc3c(c2C(=O)O)CCC(C)C3)o1 (stereo unspecified)	0%
O=C1NC(Cc2ccc(O)cc2)c2nc3ccc(Cl)cc3c(=O)n2-c2ccccc21 (stereo unspecified)	-9%

# Further entries follow.
SMILES,L3MBTL1 inh
CCN[C@H]1C[C@H](C)S(=O)(=O)c2sc(S(N)(=O)=O)cc21,0%
CC(OC(=O)Cn1[nH]c(=O)c2ccccc2c1=O)C(=O)Nc1ccc(F)cc1 (stereo unspecified),5%
COc1ccc2cc(C[C@@H]3CC[C@@H](CNC(N)=O)O3)ccc2c1,-11%
O=C(NC1CCCC1)c1c(O)nc2sccn2c1=O,8%
O=C(CC1C[C@H](C(=O)N2CCOCC2)[C@@]2(CCC3CCCC3)c3[nH]c4ccccc4c3CCN2C1=O)NCCCn1ccnc1 (stereo partly specified),-6%
CCOC(=O)C1CCCN(C(=O)c2cc(S(=O)(=O)N(C)C)ccc2N2CCCC2)C1 (stereo unspecified),6%
CC(NC(=O)c1ccco1)C(=O)N1CCN(c2cccc(Cl)c2)CC1 (stereo unspecified),2%
Cc1ccc(CN2CCN(c3ccccc3)CC2)o1,-4%
Cc1cccc2cc(C#N)c(N3CCOCC3)nc12,29%
CS(=O)(=O)N(CC(=O)O)c1cc(C(F)(F)F)ccc1Cl,6%
CCN(CC)CCNC(=O)c1ccc(NC(=O)c2cccc(S(=O)(=O)N3CCc4ccccc43)c2)cc1,-12%
Cn1c(N)c(C(=O)COC(=O)c2ccccc2C(=O)c2ccc(Cl)c([N+](=O)[O-])c2)c(=O)n(C)c1=O,-6%
O=C(Nc1ccccc1C(=O)NC1CC1)c1ccccc1F,-2%
CC(OC(=O)Cc1ccsc1)C(=O)Nc1ccc(Cl)cn1 (stereo unspecified),-16%
CC(C)NC(=O)Nc1ccc2c(c1)C(=O)N([C@H](C)CO)C[C@@H](C)[C@@H](CN(C)C(=O)NC1CCCCC1)O2,11%
C[C@]12c3[nH]c4ccccc4c3CCN1C(=O)C(CC(=O)NCCCn1ccnc1)C[C@@H]2C(=O)N1CCCCC1 (stereo partly specified),-6%
CCCCCCCNC(=O)C1(CC2CC(c3ccccc3)=NO2)CCN(C(=O)OC(C)(C)C)CC1 (stereo unspecified),3%
CCN(c1ccccc1)S(=O)(=O)c1ccc(OC)c(NC(=O)CN2C(=O)NC(C)(C)C2=O)c1,-2%
COc1ccc(NC(=O)N2CCCC2C(=O)NCc2ccccc2Cl)cc1 (stereo unspecified),21%
Cc1ccnc(NC(=O)c2cccc(S(=O)(=O)N3CCN(c4ccccc4)CC3)c2)c1,-16%
Nc1ccccc1-c1nc2ccccc2c(=O)o1,87%[activator]
CC1CCN(S(=O)(=O)c2ccc(C(=O)N3CCCC3C(=O)O)cc2)CC1 (stereo unspecified),2%
CC(OC(=O)c1ccc(NC(=O)CC#N)cc1)C(=O)Nc1nc(-c2ccccc2)cs1 (stereo unspecified),-4%
CC1CN(S(=O)(=O)c2cc(C(=O)NCCC3=CCCCC3)ccc2Cl)CC(C)O1 (stereo unspecified),29%
Cc1ccc2nc(-c3ccccc3)cc(C(=O)Nc3cccnc3)c2c1,2%
Nn1c(SCC(=O)Nc2cccc(Br)c2)nnc1C1CC1,8%
Cc1ccc(S(=O)(=O)Nc2cccc(C(=O)NCC3CCCO3)c2)cc1F (stereo unspecified),12%
CC(OC(=O)c1ccc([N+](=O)[O-])o1)C(=O)NC1CCCCC1C (stereo unspecified),-10%
CC(=O)NCCc1ccc(-c2csc(NC(=O)C3CC(=O)N(C4CCCC4)C3)n2)cc1 (stereo unspecified),7%
Cc1ccnc(NC(=O)c2ccc(S(=O)(=O)N3CCCC3)cc2)c1,3%

# The last three records of the section above are carried over, then new ones follow:
SMILES,L3MBTL1 inh
CC(OC(=O)c1ccc([N+](=O)[O-])o1)C(=O)NC1CCCCC1C (stereo unspecified),-10%
CC(=O)NCCc1ccc(-c2csc(NC(=O)C3CC(=O)N(C4CCCC4)C3)n2)cc1 (stereo unspecified),7%
Cc1ccnc(NC(=O)c2ccc(S(=O)(=O)N3CCCC3)cc2)c1,3%
CC(C)Cn1c(N)c(C(=O)CSc2nc3ncc(Cl)cc3[nH]2)c(=O)n(C)c1=O,-3%
CN(C)S(=O)(=O)c1ccc(N2CCCC2)c(C(=O)NNC(=O)COc2ccccc2Cl)c1,0%
CCOc1ccccc1N1CCN(C(=O)[C@@H]2CCCN2C2=NS(=O)(=O)c3ccccc32)CC1,-4%
C(#Cc1c(-c2ccsc2)sc2ccccc12)c1ccsc1,31%[activator]
Cc1ccc(S(=O)(=O)N2CCOCC2)cc1NC(=O)COC(=O)CCC(=O)c1ccc(F)cc1,2%
CC(C)(CNC(=O)C1CCN(S(=O)(=O)c2cc([N+](=O)[O-])ccc2Cl)CC1)N1CCOCC1,1%
COc1ccc(COC(=O)C2CCN(S(=O)(=O)c3ccc(F)cc3)CC2)cc1,23%
CN(Cc1ccc(OC(F)F)cc1)C(=O)c1ccc2c(=O)n3c(nc2c1)CCC3,8%
COc1ccc(S(=O)(=O)N2CCCC2CNC(=O)C(=O)NC2CCCCCC2)cc1 (stereo unspecified),-1%
Cc1ccc(C)c(NC(=O)CN(C)C(=O)C2CCN(C(=O)Nc3ccccc3)CC2)c1,7%
Cn1c(SCC(=O)NC(=O)Cc2ccccc2)nnc1-c1ccc(F)cc1,7%
O=C(CCc1ccccc1Cl)Nc1ccc(S(=O)(=O)Nc2nccs2)cc1,0%
Cc1ccc(C(=O)NC2CCN(Cc3ccccc3)CC2)cc1S(=O)(=O)N1CCOCC1,-10%
COc1ccc([N+](=O)[O-])cc1NS(=O)(=O)c1cc(C(=O)NCc2cccnc2)ccc1Cl,-4%
COc1ccc(C(=O)N2CCN(S(=O)(=O)c3ccc4c(c3)OCCO4)CC2)cc1OC,10%
COc1ccccc1C(=O)NC(=O)CSc1ccc(C)c(C)c1,7%
CC1CCc2c(sc3ncnc(SCC(=O)N(C)C4CCS(=O)(=O)C4)c23)C1 (stereo unspecified),2%
CCOc1ccc(NC(=O)COC(=O)c2ccc3c(c2)OCO3)cc1,3%
COc1cc(/C=C/C(=O)OCC(=O)NNC(=O)c2cc(Cl)ccc2OC)ccc1O,3%
O=C(Nc1cccc(S(=O)(=O)NC2=NCCC2)c1)c1ccc(=O)[nH]c1,-3%
CCCCN(C(=O)c1ccc(N(C)S(=O)(=O)c2ccc(C)cc2)cc1)c1c(N)n(CCCC)c(=O)[nH]c1=O,2%
CCOc1ccccc1OCCCC(=O)NNC(=O)c1nn(C)c(=O)c2ccccc12,-1%
COc1cc(OC)cc(C(=O)Nc2cccc(-c3ccc(N4CCOCC4)nn3)c2)c1,-2%
O=C(COc1coc(CN2CCN(c3ccccc3F)CC2)cc1=O)NCC1CCCO1 (stereo unspecified),-4%
O=C(COc1ccc(-c2nnco2)cc1)NC1CCS(=O)(=O)C1 (stereo unspecified),0%
O=C1CCC(C(=O)Nc2cccc(S(=O)(=O)Nc3ccccc3F)c2)=NN1,-1%
Cc1ccc(CC(=O)N2CCN(S(=O)(=O)c3ccccc3)CC2)cc1C,-9%
CN(C)CCn1c2c(c(SCC(=O)Nc3ccc4c(c3)OCCO4)nc1=O)CCCC2,2%
COc1cc(C[C@@H](C)[C@@H](C)Cc2ccc(O)c(OC)c2)ccc1O,-14%
O=C(c1cc2ccccc2o1)N1CCN(c2ncccn2)CC1,5%

# Next part; the last 2 above are carried over.
SMILES,L3MBTL1 inh
COc1cc(C[C@@H](C)[C@@H](C)Cc2ccc(O)c(OC)c2)ccc1O,-14%
O=C(c1cc2ccccc2o1)N1CCN(c2ncccn2)CC1,5%
COc1ccc(-c2csc3ncnc(N4CCN(S(=O)(=O)c5ccc(C(C)=O)cc5)CC4)c23)cc1,-6%
Cc1cc(C)c(OCC(=O)OC(C)C(=O)NCc2ccccc2)c(C)c1 (stereo unspecified),3%
Cc1ccc(CNC(=O)CSc2nc(=O)n3cccc(C)c3n2)cc1,8%
Cc1cc(C)cc(N(CCC#N)C(=O)CSc2n[nH]c(N)n2)c1,-1%
Cc1ccc(C)c(OCCC(=O)NNC(=O)c2ccccc2)c1,-2%
OCC[C@H]1C[C@H](O)[C@@H](O)[C@]2(CCc3ccccc3O2)O1,5%
COC(=O)C1CCN(C(=O)/C(C)=C\c2ccccc2)CC1,6%
COC(=O)[C@]1(Cc2ccccc2)N[C@H](CN(C)C(C)=O)[C@@H]2C(=O)N(C)C(=O)[C@@H]21,-8%
CC(C)c1cccc(C(C)C)c1NC(=O)COC(=O)C1CCC1,19%
CCOc1cc(N2CCOCC2)c(OCC)cc1NC(=O)CN1C(=O)NC2(CCCCC2C)C1=O (stereo unspecified),-3%
CCOC(=O)CN(C(=O)COC(=O)C1=NNC(=O)CC1)c1ccc(F)cc1,3%
CC1CCCCC1NC(=O)CSc1nnc(-c2ccco2)n1C (stereo unspecified),9%
C[C@H](CO)N1C[C@H](C)[C@@H](CN(C)Cc2ccncc2)Oc2c(NC(=O)CCCCCC(=O)Nc3ccccc3N)cccc2C1=O,2%
Cc1nc2ccc(NS(=O)(=O)c3c(F)cc(F)cc3Br)cc2s1,0%
CCOC(=O)[C@@H]1[C@H]2COc3cc(OC)ccc3[C@@H]2N2C(=O)N(c3ccc(OC)cc3)C(=O)[C@]12C,7%
COc1ccc(CN2CC(COCc3ccccc3)Oc3ccccc3S2(=O)=O)cc1 (stereo unspecified),8%
CC(CCc1ccccc1)NC(=O)COC(=O)c1cccn1C (stereo unspecified),4%
O=C(CN1C(=O)NC2(CCOc3ccccc32)C1=O)c1ccc(Cl)cc1 (stereo unspecified),0%
Cc1cccc(C)c1NC(=O)CN(C)C(=O)CC1Sc2ccccc2NC1=O (stereo unspecified),2%
O=C(Nc1ccc(S(=O)(=O)N2CCCC2)cc1)c1ccccc1,-7%
NC(=O)c1ccccc1OCC(=O)N1CCCC1c1ccc2c(c1)OCCCO2 (stereo unspecified),6%
COc1cccc(SCc2noc(C(=O)NC(C)C)c2C(=O)NC(C)C)c1,4%
O=C(NC1CCCC1)C(c1ccccn1)N(C(=O)c1csnn1)c1ccccc1Br (stereo unspecified),-1%
Cc1cccc(C(C)n2nnc3ccccc32)c1O (stereo unspecified),4%
Cc1ccc(S(=O)(=O)NC(CC(C)C)C(=O)N2CCN(C/C=C/c3ccccc3)CC2)cc1 (stereo unspecified),-8%
Cc1ccccc1C(=O)NCC(c1ccco1)N1CCc2ccccc2C1 (stereo unspecified),0%
CCn1nnc2cc(C(=O)OCC(=O)N(C)Cc3cccc(F)c3)ccc21,-7%
Cc1ccc(NC(=O)C2CCN(C(=O)c3ccc(F)cc3)CC2)nc1,8%
Cc1nnc(SCC(=O)c2c[nH]c3ccccc23)n1C1CC1,6%
C#CCCc1cscc1/C=[N+](\[O-])c1ccc(C(=O)OCC)cc1,-4%
CS(=O)(=O)c1ccc(NC(=O)c2ccccc2-n2cnnn2)cc1,2%
CN(C)S(=O)(=O)c1cccc(NC(=O)COC(=O)C2CCN(C(=O)c3ccc(F)cc3)CC2)c1,1%
CCCOc1ccc(OC(=O)Cc2ccc(OC)c(S(=O)(=O)N3CCOCC3)c2)cc1,-3%
CC1(c2ccccc2)NC(=O)N(CC(=O)N2CCN(S(=O)(=O)c3cccc([N+](=O)[O-])c3)CC2)C1=O (stereo unspecified),0%
CCC1(CC)NC(=O)N(CC(=O)OC(C)C(=O)Nc2ccc(Cl)cn2)C1=O (stereo unspecified),-3%
CC1CCCCC1NC(=O)Cn1c(=O)cnc2ccccc21 (stereo unspecified),2%
Cc1cc(NC(=O)COc2ccc([N+](=O)[O-])cc2)no1,1%
